Screens deposited in PubChem by National Center for Advancing Translational Sciences (NCATS).
mIDH1 inhibitor – blocks human mutant IDH1 R132H enzyme; IDH1-R132H enzyme, NADPH consumption, diaphorase/resazurin fluorescence; Potency, µM (titrated, usually from 76.6 µM), for inactives: at the top dose activity change, negative = inhibition, hits mostly inhibitors; actives 0.093% (n = 390,000); also: % is scaled to controls: 0 for no effect and ±100 for the full control effect; nearly all actives have a fitted effect of over 65% in size
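IDH1-R132H (0.5 ug/mL dispensed) in pH 7.5 Tris buffer was preincubated 30 min with compound, then given a substrate mix of 0.016 mM NADPH and 2 mM alpha-KG for 80 min at room temperature; remaining NADPH was read by diaphorase/resazurin fluorescence.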
12-LOX inh – blocks human arachidonate 12S-lipoxygenase | purified 12hLO, xylenol orange hydroperoxide absorbance | Potency, µM (series often up to 108 µM), for inactives: at the highest dose activity change, negative = inhibition, most hits filed as inhibitors | actives 1.1% (n = 580,000) | AID 1671190; also: % is scaled to controls: 0 for no effect and ±100 for the full control effect
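Purified human 12hLO at 150 nM in 25 mM Hepes, 0.01% Triton X-100, pH 7.0, preincubated 15 min at room temperature with compound. Reaction started with 40 uM arachidonic acid, 30 min at room temperature. Hydroperoxide measured by Fe-xylenol orange, 573/405 nm absorbance ratio.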
RXFP1 ag – RXFP1 (human) receptor agonism | actives 0.3% (n = 370,000) | Potency, µM (highest dose often 57.5 µM), without a hit: at the top dose activation, hits mostly activators | HEK293T-RXFP1 cAMP TR-FRET, 30 min; response scale: percent of porcine relaxin response, buffer zero | Q9HBX9; also: % is scaled to controls: 0 for no effect and ±100 for the full control effect; nearly all actives have a fitted effect of over 60% in size; many of its hits are not listed in these tables
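HEK293T cells stably expressing RXFP1 were pretreated with the PDE4 inhibitor Ro 20174, exposed to compounds for 30 min at 37C, lysed, and cAMP was read by TR-FRET. Data normalized to buffer (basal) and 29 nM porcine relaxin (100%).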
RGS4 inh – blocks human RGS4-accelerated GTP hydrolysis; Potency, µM (doses to about 114 µM), inactives show at the highest dose activity change, negative = inhibition, usual class: inhibitors; AID 504845; Transcreener GDP fluorescence polarization, RGS4-accelerated GTP hydrolysis; actives 0.039% (n = 390,000); P49798; also: % is scaled to controls: 0 for no effect and ±100 for the full control effect; nearly all actives have a fitted effect of over 75% in size; some results filed as inactive show a strong effect at the top dose
Target sequence (P49798 whole entry, looked up): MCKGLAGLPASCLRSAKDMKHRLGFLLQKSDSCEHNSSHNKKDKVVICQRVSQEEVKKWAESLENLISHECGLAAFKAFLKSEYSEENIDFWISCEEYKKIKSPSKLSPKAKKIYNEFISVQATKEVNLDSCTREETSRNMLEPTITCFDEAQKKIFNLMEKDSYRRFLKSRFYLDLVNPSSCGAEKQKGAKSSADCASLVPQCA
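MLSMR compounds (23 nl, pin-transferred) preincubated 10 min at room temperature with a 500nM (2x) first reagent, then RGS4 at 900nM (2x) plus Transcreener GDP mix added; fluorescence polarization (620/688 nm) read before and after 90 min at 30 °C.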
Vif-APOBEC3G blk – inhibitors of Vif-APOBEC3G interaction. actives 0.076% (n = 410,000). Q9HC16. AID 602310. Potency, µM (doses to about 46.1 µM), without a hit: at the highest dose activity, negative = active, most hits filed as inhibitors. HeLa A3G-eYFP + Vif (tagged APOBEC3G with the HIV-1 protein that degrades it), YFP fluorescence, overnight;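 also: % is scaled to controls: 0 for no effect and ±100 for the full control effect; nearly all actives have a fitted effect of over 60% in size; hits raise eYFP signal because A3G escapes Vif-driven loss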
Target sequence (Q9HC16 whole entry, looked up): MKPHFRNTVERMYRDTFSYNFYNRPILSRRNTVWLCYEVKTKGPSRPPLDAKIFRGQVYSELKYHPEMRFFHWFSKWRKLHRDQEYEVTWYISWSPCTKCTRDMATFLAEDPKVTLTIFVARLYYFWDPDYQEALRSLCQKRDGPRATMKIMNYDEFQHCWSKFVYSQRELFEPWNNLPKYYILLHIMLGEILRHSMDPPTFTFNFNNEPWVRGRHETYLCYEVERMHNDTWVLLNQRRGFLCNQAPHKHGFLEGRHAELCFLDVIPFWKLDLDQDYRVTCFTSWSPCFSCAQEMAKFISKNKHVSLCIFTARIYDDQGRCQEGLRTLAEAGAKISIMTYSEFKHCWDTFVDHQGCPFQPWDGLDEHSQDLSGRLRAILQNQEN
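HeLa cells stably expressing Vif and C-terminally eYFP-tagged A3G, seeded overnight at 37 deg C, then exposed to compound by pintool overnight at 37 deg C. Rise in yellow fluorescence (Ex 488/Em 500-530, Acumen) marks blocked Vif-driven A3G degradation.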
USP1-UAF1 inh – inhibitors of human USP1/UAF1 deubiquitinase. O94782. recombinant USP1/UAF1, Ub-Rhodamine cleavage fluorescence. Potency, µM (doses to about 57.1 µM), inactives show top-dose activity change, negative = inhibition, usual class: inhibitors. actives 0.23% (n = 390,000); also: % is scaled to controls: 0 for no effect and ±100 for the full control effect; nearly all actives have a fitted effect of over 60% in size; inactives centre near -12
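Step one: compound is pinned into 1nM USP1/UAF1 in HEPES pH 7.8 buffer with TCEP. Step two: 15 min room-temperature incubation. Step three: Ub-Rho (150nM final) starts cleavage, tracked by fluorescence over six one-minute reads.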
TrxR1 substrate – substrates of rat thioredoxin reductase 1; purified TrxR1 substrate turnover, NADPH consumption readout; Potency, µM (highest dose often 114 µM), for inactives: at the top dose activity change, negative = substrate turnover; actives 0.01% (n = 390,000); also: % is scaled to controls: 0 for no effect and ±100 for the full control effect; nearly all actives have a fitted effect of over 50% in size
Target sequence (O89049 whole entry, looked up): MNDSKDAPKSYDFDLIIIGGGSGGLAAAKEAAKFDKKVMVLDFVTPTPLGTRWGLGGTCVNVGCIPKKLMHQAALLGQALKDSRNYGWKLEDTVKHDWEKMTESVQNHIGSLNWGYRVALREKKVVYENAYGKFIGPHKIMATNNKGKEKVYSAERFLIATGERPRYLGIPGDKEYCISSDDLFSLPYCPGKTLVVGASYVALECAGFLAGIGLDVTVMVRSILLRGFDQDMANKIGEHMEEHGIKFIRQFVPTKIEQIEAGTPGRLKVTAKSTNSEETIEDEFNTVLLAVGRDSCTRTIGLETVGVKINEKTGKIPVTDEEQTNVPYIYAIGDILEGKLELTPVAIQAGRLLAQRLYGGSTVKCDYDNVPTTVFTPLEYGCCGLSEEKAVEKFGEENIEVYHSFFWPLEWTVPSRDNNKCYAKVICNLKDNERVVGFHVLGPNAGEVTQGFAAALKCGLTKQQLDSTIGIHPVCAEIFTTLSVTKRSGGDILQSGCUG
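Rat TrxR1, dispensed at 90 nM, was prereduced with 400 uM NADPH (final) for 5 min at ~22 deg C, then incubated with compound 15 min before 400 uM selenite. A first-read NADPH fluorescence drop versus no-compound background flagged substrates.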
TrxR1 inh – rat TrxR1 inhibition. Potency, µM (series often up to 114 µM), without a hit: top-dose activity change, negative = inhibition, most hits filed as inhibitors. recombinant rTrxR1, NADPH fluorescence consumption, selenite substrate. O89049. actives 1% (n = 390,000); also: % is scaled to controls: 0 for no effect and ±100 for the full control effect; nearly all actives have a fitted effect of over 65% in size
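Rat TrxR1 (90 nM in the dispensed reagent) was pre-reduced with 400 uM NADPH for 5 min at room temperature, then incubated with compound for 15 min. After 400 uM selenite was added, NADPH fluorescence (Ex 340/Em 450 nm) was followed for 8 min.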
Vif-A3F inh – Vif-A3F binding inhibition | HeLa A3F-eYFP + Vif (tagged APOBEC3F with the HIV-1 protein that degrades it), YFP fluorescence increase | Potency, µM (top dose mostly 46.1 µM), inactives show at the highest dose activity, negative = active | actives 0.2% (n = 390,000); also: % of control where 0% means no effect; nearly all actives have a fitted effect of over 65% in size
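HeLa cells stably expressing Vif plus C-terminally eYFP-tagged A3F were seeded, incubated overnight at 37 deg C, dosed with compound, incubated overnight again at 37 deg C. Yellow fluorescence (Ex 488/Em 500-530) reported blocked Vif-mediated A3F-eYFP degradation.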
* marks the source's active call; other numbers are inactive results; ? = inconclusive; nt = not tested or not shown; [ ] = remark or other dose. Calls follow the shape of the dose curve; as a rule, active = well fitted curve in the direction sought with a large enough effect; inconclusive = small, poorly fitted or top-dose-only effect, or another doubt; inactive = no such curve, though single readings can be large; an effect the other way counts as inactive or inconclusive. Potency is read from the fitted curve at half-maximal effect. Some of the compounds tested, so the mix of outcomes need not match the whole.

structure	mIDH1 inhibitor	12-LOX inh	RXFP1 ag	RGS4 inh	Vif-APOBEC3G blk	USP1-UAF1 inh	TrxR1 substrate	TrxR1 inh	Vif-A3F inh
CCOc1ccc(-c2cnc(NCc3cccc(Cl)c3)n2C)cc1	4%	?	1.4%	-26%	0%	-21%	8%[11.4 µM]	2%	-5%
O=C(CSc1nnc(-c2ccc3c(c2)OCO3)o1)Oc1ccccc1	-5%	0%	2.5%	12%	3%	-11%	8%	5%	-5%
COc1ccc(-n2nc3ccc(NC(=O)c4c(OC)cccc4OC)cc3n2)cc1	-9%	-5%	13%	-3%	-10%	16%	147%[activator]	95%[activator]	0%
CCOc1ccc(S(=O)(=O)N2CCN(C(=O)c3cc(C4CC4)nn3-c3ccccc3)CC2)cc1	5%	-14%	-0.2%	-7%	-2%	-15%	-6%	9%	-14%
COc1ccccc1NC(=O)C(=O)NCC(c1ccco1)N1CCc2ccccc21 (stereo not given)	1%	?	0.7%	30%	-5%	-8%	1%	21%	-2%
CC(NC(=S)Nc1ccccc1C(F)(F)F)C1CC2CCC1C2 (stereo not given)	3%	?	2.2%	-28%	-1%	-11%	3%[57.1 µM]	15%[57.1 µM]	12%
Cc1ccccc1OCCC(=O)N(CC(=O)Nc1ccccc1C(F)(F)F)Cc1ccco1	2%	6%	2.3%	-5%	-4%	-15%	-3%	-21%	0%
CN(C)CCCNC(=O)C[C@H]1C[C@H](C(=O)N2CCOCC2)[C@@]2(C)c3[nH]c4cc(CCC(=O)N(C)C)ccc4c3CCN2C1=O	-3%	1%	nt	32%	1%	-8%	-1%	8%	7%
NS(=O)(=O)c1ccc(NC(=O)CN(C(=O)C(F)(F)F)C2CCCC2)cc1	-1%	4%	nt	nt	1%	-2%	nt	nt	-2%
CN(c1ccc(C(=O)N2CCN(Cc3ccccc3)CC2)cc1)S(=O)(=O)c1ccc(Cl)cc1	-7%	0%	-1.6%	-1%	2%	-20%	-2%	-3%	-3%
Cc1cccc(/C=N/n2c(C)nnc2C)c1	7%	-16%	-0.4%	?	5%	-4%	22%[57.1 µM]	24%[57.1 µM]	4%
CCOc1ccc(-n2c(-c3ccc(Br)cc3)c[n+]3c2CCCCC3)cc1	8%	-3%	-1.8%	3%	1%	-22%	3%[57.1 µM]	6%[57.1 µM]	-17%
Cc1ccc(C(=O)Nc2ccc3nc(N4CCCCC4)cc(C)c3c2)cc1F	-16%	-29%	-2.6%	-16%	-1%	-35%	-2%[57.1 µM]	2%[57.1 µM]	-16%
Cc1nc2nc(SCC(=O)C(C)(C)C)[nH]c2cc1Br	8%	0%	4.3%	?	-6%	-13%	-10%	5%[57.1 µM]	1%
NNC(=O)c1cc(C23CC4CC(CC(C4)C2)C3)[nH]n1	1%	22%	1.0%	10%	1%	-24%	11%	28%	5%
O=C1NC(=O)c2cc(NC(=O)c3cccc4ccccc34)ccc21	-13%	?	7.0%	-26%	-8%	6%	4%	-12%	-32%
CCCC1(CCC)NC(=O)N(CC(=O)c2cc(C)n(-c3ccc4c(c3)OCO4)c2C)C1=O	3%	2%	3.7%	-19%	0%	-23%	-3%	16%	2%
CCOC(=O)N1CCN(c2nc3ccccn3c(=O)c2C=O)CC1	-8%	132%[activator]	16%	36%	-2%	-7%	-7%	12%	5%
COc1ccc(C(CNC(=O)C(C)(C)Oc2ccc(Cl)cc2)N2CCCC2)cc1 (stereo not given)	-1%	?	-3.1%	-5%	1%	-9%	1%	14%	8%
CN(C)S(=O)(=O)c1cccc(NC(=O)CCNC(=O)Nc2ccccc2)c1	0%	-5%	nt	11%	-9%	-19%	-9%	?	2%
O=C(N[C@@H](Cc1ccccc1)C(=O)O)c1ccc(C(F)(F)F)cc1	7%	1%	-0.8%	-15%	0%	7%	4%[57.1 µM]	23%[57.1 µM]	4%
CCC1CCC(NC(=O)Nc2cccc(OC)c2)CC1 (stereo not given)	-9%	-1%	0.3%	-1%	-1%	-8%	4%	30%	5%
Cc1cc[n+](CC(=O)c2cccs2)cc1	10%	16%	0.4%	14%	0%	-9%	4%[57.1 µM]	0%[57.1 µM]	-2%
Cc1cc(/C=N/n2cnnc2)c(C)n1-c1ccc(OCc2ccccc2F)cc1	11%	-47%	4.1%	-13%	-6%	-24%	6%	20%	-2%
Cc1ccc2c(c1)CC(C)N2S(=O)(=O)c1nnc(NC(=O)C(C)C)s1 (stereo not given)	0%	-23%	0.2%	1%	-2%	9%	2%	4%	7%

Single records (already shown). Order of values: mIDH1 inhibitor, 12-LOX inh, RXFP1 ag, RGS4 inh, Vif-APOBEC3G blk, USP1-UAF1 inh, TrxR1 substrate, TrxR1 inh, Vif-A3F inh
`Cc1ccc(C(=O)Nc2ccc3nc(N4CCCCC4)cc(C)c3c2)cc1F` in the list: -16%, -29%, -2.6%, -16%, -1%, -35%, -2%[57.1 µM], 2%[57.1 µM], -16%
`O=C(CSc1nnc(-c2ccc3c(c2)OCO3)o1)Oc1ccccc1` in the list: -5%, 0%, 2.5%, 12%, 3%, -11%, 8%, 5%, -5%

Continuation:
Values run as follows: mIDH1 inhibitor, 12-LOX inh, RXFP1 ag, RGS4 inh, Vif-APOBEC3G blk, USP1-UAF1 inh, TrxR1 substrate, TrxR1 inh, Vif-A3F inh
> COCCN(C(=O)c1csnn1)C(C(=O)NC1CCCCC1)c1ccccc1F (stereo not given)
  13%, -8%, -2.1%, 10%, -2%, 0%, -7%[57.1 µM], -12%[57.1 µM], -4%
> COc1ccc(NC(=O)c2cccc3c2C(=O)c2ccc(-c4cnc(OC)nc4)cc2S3(=O)=O)cc1
  1%, -15%, -0.3%, -17%, 4%, 19%, 12%[57.1 µM], 25%[57.1 µM], 7%
> c1ccc(-c2csc(Nc3ncccn3)n2)cc1
  6%, -5%, 1.9%, -17%, 1%, -10%, -3%, -6%, -2%
> N[C@@H](Cc1ccc(O)cc1)C(=O)Nc1ccc2ccccc2c1
  0%, 183%[activator], -0.3%, -30%, 0%, 2%, -11%, 1%, 1%
> CCC(c1nnnn1C1CCCCC1)N(Cc1ccco1)Cc1cc2ccc(OC)cc2[nH]c1=O (stereo not given)
  ?, ?, 7.0%, 4%, -1%, -13%, 11%[57.1 µM], 21%[57.1 µM], -2%
> CC(=O)c1ccc(NC(=O)c2sc(-n3nc(C)c(Cc4ccc5c(c4)OCO5)c3C)nc2C)cc1
  -8%, ?, 28%, -7%, -3%, 14%, 21%, 38%[activator], -2%
> COc1cc(Cl)c(C)cc1NC(=O)C1CCCN(c2ncnc3onc(-c4ccc(F)cc4)c23)C1 (stereo not given)
  -4%, 2%, -1.8%, -31%, -6%, ?, 2%, 24%, 0%
> O=C(c1cc2c(s1)CCC2)N1CCN(c2ccccc2)CC1
  -3%, 0%, 0.8%, -5%, -3%, -7%, 2%, -12%, 2%
> CC(C)(C)c1csc(NC(=O)CS(=O)(=O)c2ccccc2)n1
  -7%, ?, 0.9%, 2%, 1%, ?, 3%, 13%, 2%
> COc1ncnc(-c2ccccc2)c1-c1ccccc1
  -9%, 75%[activator], nt, 17%, 2%, -1%, -13%, -19%, -7%
> O=C(c1ccc(S(=O)(=O)Nc2ccccc2)cc1)N1CCCCCCC1
  -25%, -1%, -1.6%, 4%, 1%, -11%, -3%, 21%, 1%
> O=C(Nc1ccc(C(F)(F)F)cc1)c1cc(S(=O)(=O)NC2CCCCCC2)ccc1F
  -4%, ?, 0.1%, -11%, -23%, ?, 1%[57.1 µM], 25%[57.1 µM], -14%
> COc1cccc(CN(C(=O)c2cccs2)C2CCS(=O)(=O)C2)c1 (stereo not given)
  7%, -7%, 7.7%, -13%, -12%, -19%, 5%, 18%, -12%
> O=C(O)c1ccc(-n2c(-c3ccccc3)n[nH]c2=S)cc1
  9%, -27%, 0.4%, 8%, 0%, -5%, 7%, -16%, -5%
> O=C(CSc1nnc(CNC(=O)c2ccc(F)cc2)o1)NCC1CCCO1 (stereo not given)
  4%, -1%, -3.2%, 12%, 1%, -4%, -6%, -4%, -2%
> Cc1n[nH]c(=S)n1/N=C/c1ccc(OCc2ccc(Cl)cc2)cc1
  7%, ?, 1.6%, -39%, -5%, -26%, 4%, 11%, 2%

Fetched by compound from above:
Values run as follows: mIDH1 inhibitor, 12-LOX inh, RXFP1 ag, RGS4 inh, Vif-APOBEC3G blk, USP1-UAF1 inh, TrxR1 substrate, TrxR1 inh, Vif-A3F inh
> O=C1NC(=O)c2cc(NC(=O)c3cccc4ccccc34)ccc21
  -13%, ?, 7.0%, -26%, -8%, 6%, 4%, -12%, -32%
> CN(c1ccc(C(=O)N2CCN(Cc3ccccc3)CC2)cc1)S(=O)(=O)c1ccc(Cl)cc1
  -7%, 0%, -1.6%, -1%, 2%, -20%, -2%, -3%, -3%
> COCCN(C(=O)c1csnn1)C(C(=O)NC1CCCCC1)c1ccccc1F (stereo not given)
  13%, -8%, -2.1%, 10%, -2%, 0%, -7%[57.1 µM], -12%[57.1 µM], -4%
